Source: PubChem BioAssay
NTR1 agonist = agonists of NTR1, primary screen, imaging, U2OS cells, beta-arrestin-GFP, high content (AID 493036); NTR1-U2OS beta-arrestin-GFP spot imaging, agonist mode; 330,000 compounds, 0.17% hits; activation, % at 20 µM;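 active means activation at or above 40% of the spot to cytoplasm intensity ratio, with at least 20 cells analyzed; inconclusive means wells under 20 cells, flagged as cytotoxic or low count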;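 further: 0% = DMSO without peptide and 100% = 100 nM NTR1 peptide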
Target sequence (P30989 whole entry, looked up): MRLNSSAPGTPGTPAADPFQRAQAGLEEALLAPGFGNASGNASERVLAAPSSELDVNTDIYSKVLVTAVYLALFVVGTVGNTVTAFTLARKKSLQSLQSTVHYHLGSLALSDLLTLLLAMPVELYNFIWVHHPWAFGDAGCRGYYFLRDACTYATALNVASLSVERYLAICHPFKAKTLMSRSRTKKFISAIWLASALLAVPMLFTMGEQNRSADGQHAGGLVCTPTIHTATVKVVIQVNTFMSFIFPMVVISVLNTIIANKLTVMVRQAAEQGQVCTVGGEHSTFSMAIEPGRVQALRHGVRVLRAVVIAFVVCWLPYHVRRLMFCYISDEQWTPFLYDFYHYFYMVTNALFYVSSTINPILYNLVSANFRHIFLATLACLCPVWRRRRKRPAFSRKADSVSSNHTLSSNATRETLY
T cell modulator = modulators of CD8 T cell-vesicle binding, primary screen, mouse 2C CD8+ T cells, flow cytometry; calls only at 7 µM; 2C CD8+ T cell-vesicle binding; hits give low values; 330,000 compounds, 0.068% hits;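 active means response, share of CD8 T cells binding vesicles, and their 90th percentile fluorescence all below set limits, cut at about 80% in these data, passing the limit was not always enough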
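Read-out – percent CD8+ FL2 mean versus row control · System – murine 2C transgenic CD8+ T lymphocytes · Times – 1.5 h cell–vesicle binding at 37 °C, then 20 min icy labelling · Control set – naked vesicles low, QL9 vesicles with vehicle high · Detection – cytometric PE anti-B7-1 and Alexa647 anti-CD8 signals after 1% paraformaldehyde fixation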
GPR55 beta-arrestin = GPR55 agonists via beta-arrestin recruitment, primary screen, imaging, U2OS cells, beta-arrestin-GFP redistribution (AID 1961) | U2OS GPR55 beta-arrestin-GFP redistribution imaging; higher % means a stronger effect | 290,000 compounds, 0.048% hits | activation, % at 10 µM, or EC50 in µM where a hit was titrated | G-protein coupled receptor 55 (Homo sapiens);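 active means activation above 40% with more than 50 cells counted in the well; inconclusive means wells holding fewer than 50 cells, flagged as toxic or sparse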;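 further: U2OS osteosarcoma cells stably expressing GPR55 and beta-arrestin-GFP; plate controls were DMSO negative control for no effect and LPI positive control for full effect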
GPR55 antagonists = GPR55 antagonists blocking LPI-driven arrestin recruitment, primary screen, imaging, U2OS, beta-arrestin-GFP, LPI agonist (AID 2013). 290,000 compounds, 0.13% hits. U2OS GPR55 beta-arrestin-GFP translocation imaging, LPI antagonism; higher % means a stronger effect. G-protein coupled receptor 55 (Homo sapiens). one-dose inhibition, % at 10 µM; IC50 in µM for titrated hits;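 active means spots per cell inhibited over 60%, with over 100 cells counted and total cytoplasm intensity under 500,000; inconclusive means wells with under 100 cells, flagged as likely toxic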;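 further: U2OS cells stably carrying GPR55 and arrestin-GFP stimulated by 5 µM LPI near EC80; imaged beta-arrestin-GFP aggregate spots per cell after agonist stimulation; plate controls were LPI-stimulated DMSO wells for no effect and DMSO wells without LPI for full effect; some results filed as inactive read as strong as hits; confirmed hits need IC50 under 10 µM and bright autofluorescent wells are also inconclusive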
KOR beta-arrestin-1 = KOR agonists, beta-arrestin recruitment, primary screen, cell-based, luminescence, uHTS (AID 1777); Kappa-type opioid receptor (Homo sapiens); 280,000 compounds, 0.02% hits; KOR beta-arrestin recruitment, luminescence; higher % means a stronger effect; one-dose activation, % at 10 µM; EC50 in µM for titrated hits; in the data active means activation above about 50%, passing the limit was not always enough; further: a part of the inactive calls stands beside numbers as strong as those of hits
Salmonella PhoP GFP = inhibitors of PhoP regulon expression, primary screen, Salmonella Typhimurium, GFP reporter (AID 1863) | 300,000 compounds, 0.16% hits | S. Typhimurium PhoP-regulated promoter GFP reporter, 4 h; higher % means a stronger effect | inhibition, % at 50 µM, or IC50 in µM where a hit was titrated;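 active means inhibition over 29.93%, a cutoff 3 SD above the screen mean, later confirmed by dose response; inconclusive means inhibition over 29.93% but no dose response follow-up; inactive means inhibition at most 29.93% or unconfirmed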;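 further: 0% = low Mg2+ inducing control and 100% = high Mg2+ repressing control; strong numbers were not always called active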
KOR beta-arrestin-2 = KOR antagonists, beta-arrestin recruitment, cell-based, luminescence, uHTS (AID 1778); 290,000 compounds, 0.091% hits; Kappa-type opioid receptor (Homo sapiens); KOR beta-arrestin recruitment, luminescence, antagonist mode; higher % means a stronger effect; inhibition, % at 10 µM; hits with a dose series show IC50 in µM; in the data active means inhibition above about 50%; further: strong numbers were not always called active
West Nile antiviral = West Nile virus antiviral activity, cell-based, CPE readout (AID 1621); West Nile virus-infected cells, CPE inhibition; higher % means a stronger effect; CPE inhibition, % at 10 µM, or IC50 in µM where a hit was titrated; 290,000 compounds, 0.02% hits; in the data active means a potency from the dose series; inconclusive means CPE inhibition mostly from about 3.7% at the one dose, without a potency; inactive means the rest, 99 in 100 with CPE inhibition below about 2.2%; further: strong numbers were not always called active
GPR35 arrestin U2OS = GPR35 antagonists blocking zaprinast-driven arrestin recruitment, primary screen, imaging, U2OS, beta-arrestin-GFP, zaprinast agonist (AID 2058); G-protein coupled receptor 35 (Homo sapiens); U2OS GPR35 beta-arrestin-GFP translocation imaging, zaprinast antagonism; higher % means a stronger effect; inhibition, % at 10 µM; hits with a dose series show IC50 in µM; 290,000 compounds, 0.052% hits;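 active means inhibition of at least 50% with at least 30 cells and total cytoplasm GFP at most 10,000,000; inconclusive means under 30 cells or total GFP of 10,000,000 plus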
T cell modulator vesicle-bound % = also measured in T cell modulator; calls as there; double positive events, %; measured here: CD8+ vesicle-bound cell fraction;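 binding gate set so that unloaded-vesicle control wells show 10% double positive cells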
NTR1 agonist cell count 20 µM = recorded beside NTR1 agonist, whose call it bears; cell count; measured here: cell count, cytotoxicity flag
Numbers without * were called inactive; i = inactive; ? = inconclusive; · = no result given; [ ] = dose if it differs, or a comment.

cpd	SMILES	NTR1 agonist	NTR1 agonist cell count 20 µM	T cell modulator	T cell modulator vesicle-bound %	GPR55 beta-arrestin	GPR55 antagonists	KOR beta-arrestin-1	Salmonella PhoP GFP	KOR beta-arrestin-2	West Nile antiviral	GPR35 arrestin U2OS
1	Cc1cc(C)cc(NC(=O)N2CCC(NC(=O)c3ccc(F)cc3)CC2)c1	-1.5	75	i	33	-0.2%	-13%	-4.8%	7%	-66%	0.1%	-1%
2	CCCCn1nc2cc(C(=O)NCC34CC5CC(CC(C5)C3)C4)ccc2c1OC	1.4	89	i	45	0.0%	25%	0.0%	1%	30%	-0.8%	8%
3	Cc1ccc(NC(=O)COC(=O)c2ccc3c(c2)OCO3)c(C)c1	-0.8	66	i	42	0.0%	-2%	-1.7%	2%	20%	-0.1%	-10%
4	CCOc1ccccc1/C=N/Nc1nc(C)cc(=O)[nH]1	0.3	82	i	34	-0.1%	0%	-1.2%	·	25%	-2.1%	3%
5	COc1cccc(NC(=O)c2cccc(C)c2[N+](=O)[O-])c1	-0.5	91	i	56	-0.1%	3%	-7.6%	4%	38%[20 µM]	-1.4%	-7%
6	CCOC(=O)c1c([N+](=O)[O-])c(C)[nH]c(=O)c1C#N	0.0	99	i	7	0.2%	4%	0.4%	8%	27%	0.1%	15%
7	O=C(NNS(=O)(=O)c1ccc(C(=O)NC2CCCC2)cc1)c1ccncc1	0.4	30	i	53	0.0%	5%	-4.1%	3%	25%	1.3%	15%
8	O=C(COC(=O)c1ccc(NS(=O)(=O)c2cccs2)cc1O)NC1CCCCC1	2.3	66	i	61	0.3%	20%	-1.2%	-11%	4%	0.5%	5%
9	COc1ccc(C2/C(=C(/O)c3ccc(C)cc3)C(=O)C(=O)N2CCCN2CCOCC2)cc1 (centres undefined)	3.3	72	i	20	-0.2%	6%	1.7%	-1%	-14%[20 µM]	·	6%
10	Nc1c2c(nc3ccc(Br)cc13)N(Cc1ccccc1)CC2	-0.8	29	i	60	0.0%	13%	3.0%	?	-36%	-1.0%	8%
11	CC(=O)c1cnc2cc(-c3ccc(Cl)cc3)nn2c1C	1.9	66	i	47	-0.1%	3%	0.2%	19%	-35%	-0.3%	3%
12	O=C(O)CCCNS(=O)(=O)c1ccc(NCc2ccccc2)c(C(=O)O)c1	-2.2	50	i	44	-0.2%	-14%	0.0%	-1%	15%	0.2%	-17%
13	CCOC(=O)C(Cc1ccccc1)(Cc1ccccc1)C(C)=O	2.8	79	i	30	-0.1%	-4%	-1.0%	9%	24%	-0.4%	8%
14	Cc1ccc(-c2nn(-c3ccccc3)cc2/C=C2\SC(=S)N(CCCCCC(=O)O)C2=O)o1	5.8	52	i	10	1.6%	-3%	-4.5%	-106%	-60%	1.3%	-11%
15	CCN(C(=O)COC(=O)c1cccc(-n2cnnn2)c1)C1CCCCC1	-0.2	65	i	14	0.1%	4%	-0.2%	3%	-18%	-0.7%	-8%
16	Cc1ccc(C)c(NC(=O)c2cc(S(=O)(=O)N3CCCCC3)c[nH]2)c1	-2.3	51	i	20	-0.1%	3%	·	·	-8%[20 µM]	-1.0%	-9%
17	COc1ccc(-c2csc(NC(=O)C3CC(=O)N(c4ccc5c(c4)OCCO5)C3)n2)cc1 (centres undefined)	-0.8	41	i	25	-0.2%	-13%	5.5%	-5%	-24%	-0.6%	6%
18	CN1CCN(C(=O)c2ccc3c(=O)n(Cc4ccco4)c(=S)[nH]c3c2)CC1	-1.0	87	i	37	-0.1%	-12%	-10%	3%	-21%	0.4%	3%
19	COC(=O)/C=C1\NCCSC1=O	-1.0	79	i	53	-0.1%	8%	5.6%	-5%	-1%	0.2%	-14%
20	CC/C=C/C(=O)N1CC2(CC(c3cccc(NC(=O)CCCCC)c3)=NO2)C[C@H]1C(N)=O (some centres undefined)	-4.8	100	i	5	-0.2%	-5%	1.1%	2%	18%	-0.2%	6%
21	C1=C(c2ccccc2)Nc2nnnn2C1	-3.2	96	i	30	-0.1%	7%	3.0%	-4%	-51%	0.4%	-4%
22	CCN(CC)S(=O)(=O)c1ccc(C(=O)NC2=NCCS2)cc1	-2.2	40	i	31	-0.2%	14%	-0.2%	-1%	-12%	-0.5%	11%
23	O=C(COc1ccccc1[N+](=O)[O-])NC1CC1	-0.2	31	i	25	0.2%	4%	4.1%	5%	-8%	-0.5%	-13%
24	Cn1c(=O)c2c(ncn2CC(O)CO)n(C)c1=O (centres undefined)	-2.6	48	i	15	-0.2%	3%	-3.2%	4%	8%	1.1%	-13%
25	Cc1nc(SCC(=O)N2CCN(c3ccccc3)CC2)c2oc3ccccc3c2n1	17	66	i	3	-0.2%	8%	0.8%	-4%	-52%	-0.1%	-2%
26	CCOc1ccc(NC(=O)Cc2c(O)c3ccccc3[nH]c2=O)cc1	-1.2	43	i	20	0.0%	20%	-2.8%	-11%	-6%	-0.2%	8%
27	COc1ccc(C2C(C(=O)OCC(=O)Nc3ccc(C)cc3)CCC(=O)N2c2ccc(OC)cc2)cc1 (centres undefined)	1.6	42	i	47	-0.1%	7%	0.3%	-14%	-45%	-0.2%	9%
28	O=S(=O)(c1ccc(Cl)cc1)c1nc(-c2ccccc2F)oc1NCCCN1CCOCC1	-0.2	57	i	65	0.3%	5%	-1.3%	1%	6%	0.7%	-9%
29	Cc1ccc(-c2c(C#N)c(N)nc3c2CCCC3)s1	0.7	55	i	27	-0.3%	0%	-4.0%	5%	9%	0.1%	7%
30	CC1(C(=O)N2CCC(CO)(Cc3cccc(C(F)(F)F)c3)CC2)CC1	-0.4	47	i	46	0.0%	4%	1.6%	10%	-21%[20 µM]	-1.1%	-12%
31	O=C(CCN1C(=O)/C(=C/c2cccs2)SC1=S)Nc1cccc(C(=O)O)c1	-0.7	27	i	25	-0.1%	1%	-5.8%	2%	-20%	-0.5%	30%
32	Cc1cccc(-c2nc3ccccc3c(=O)n2NC(=O)/C=C/c2ccc([N+](=O)[O-])cc2)c1	3.0	77	i	45	-0.4%	19%	-1.8%	-8%	-52%	-0.8%	6%
33	O=C(CN1CCN(Cc2ccccc2Cl)C1=O)NC1CCCCCC1	-0.2	66	i	36	-0.1%	-9%	-7.4%	-1%	-16%	-0.2%	6%
34	N#Cc1c(N)nc(N)nc1Nc1ccc(Br)cc1	-3.4	88	i	55	-0.1%	-2%	-1.6%	0%	3%	0.2%	-10%
35	COc1ccc(C)cc1S(=O)(=O)N(CC(=O)N1CCCC1)c1ccc(C)cc1	0.0	74	i	25	0.2%	7%	4.8%	-1%	-5%	-1.1%	8%
36	O=C(NCC1CCCO1)C(=O)N/N=C/c1c(F)cccc1Cl (centres undefined)	2.6	43	i	53	0.6%	-7%	-0.7%	9%	15%	-0.9%	-7%
37	COc1ccc(Cl)cc1NC(=O)CN(C)C(C)C(=O)NCC1CCCCC1 (centres undefined)	0.4	63	i	46	0.3%	7%	0.8%	3%	4%	-0.4%	10%
38	Cc1cc(C)c2nc(-c3ccncc3)cc(C(=O)N3CCN(Cc4ccccc4Cl)CC3)c2c1	11	62	i	40	-0.1%	-1%	0.5%	10%	0%	-0.7%	-19%
39	OC(C#CCCN1CCCCC1)(c1ccccc1)c1ccccc1	-0.7	46	i	54	-0.2%	-4%	2.2%	-5%	-23%	1.3%	6%
40	CCCn1nnnc1SCC(=O)c1ccc2c(c1)OCCO2	2.5	58	i	31	-0.1%	6%	1.1%	2%	7%	0.3%	8%
41	CCCC[n+]1ccc(-c2nc3ccc([N+](=O)[O-])cc3[nH]2)cc1	1.1	87	i	37	0.0%	5%	-3.0%	16%	17%	0.1%	22%
42	O=C(COC(=O)CCC(=O)c1ccc(F)cc1)Nc1cccc(S(=O)(=O)N2CCOCC2)c1	0.1	49	i	9	-0.2%	15%	-3.9%	22%	1%	1.0%	-16%
43	C/C(=N\NC(=O)c1ccc(-c2ccccc2)cc1)C1C(=O)c2ccccc2C1=O	5.8	38	i	21	-0.1%	10%	·	-16%	-63%[20 µM]	0.4%	12%
44	CCCNCc1cc(OCC)c(OCC(=O)Nc2ccccc2)cc1Br	-0.5	23	i	25	-0.1%	-3%	-6.1%	4%	14%[20 µM]	-1.1%	4%
45	C=CCN1C(=O)C(CC(=O)Nc2ccccc2F)S/C1=N\c1nccs1 (centres undefined)	1.6	70	i	25	-0.1%	6%	-0.3%	-3%	35%	-0.2%	8%
46	CCC1(c2ccccc2)NC(=O)N(Cc2cccc([N+](=O)[O-])c2)C1=O (centres undefined)	0.2	50	i	16	0.1%	25%	-4.0%	3%	29%	-1.7%	5%
47	COc1cc(OC)c(C(=O)Nc2ccc(C(=O)c3ccccc3)cc2)cc1OC	3.1	63	i	56	0.4%	4%	0.8%	0%	-9%	-0.7%	11%
48	O=C(N/N=C\c1cn[nH]c1-c1ccccc1)c1cccs1	-1.7	85	i	45	0.5%	-9%	-1.5%	6%	-38%	-0.5%	2%
49	CCC(=O)Nc1ccc(Br)cn1	-0.4	52	i	47	0.0%	1%	-3.0%	-8%	17%[20 µM]	-0.4%	-19%
50	O=C(CCNc1ccc(Cc2ccncc2)cc1)c1ccc([N+](=O)[O-])cc1	2.2	83	i	54	-0.1%	-17%	-2.1%	12%	-22%[20 µM]	?	-11%
51	COc1cc(/C=C/C(=O)N2CCN(C)CC2)cc(S(=O)(=O)N2CCc3ccccc32)c1OC	0.3	62	i	16	-0.1%	-9%	-0.3%	-6%	4%	-0.3%	-17%
